U2OS ROS induce – ROS inducers in U2OS cancer cells, primary screen, cell-based, H2DCF-DA fluorescence; U2OS ROS induction; ROS induction (% of piperlongumine), % at 10 µM; 46,000 compounds, 2% hits; in the data active means ROS induction above about 79%, passing the limit was not always enough;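 further: 0% = DMSO vehicle median and 100% = reference compound median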
* = called active by the depositor; & = joins results of further samples. An excerpt; rates above refer to the full screens.

For O=C(c1ccc(F)cc1)C1CCN(CCn2c(=O)[nH]c3ccccc3c2=O)CC1 the results were U2OS ROS induce 1&29.
Screening CC(=O)[C@H]1CCC2C3C[C@H](C)C4=CC(=O)CC[C@]4(C)C3[C@@H](O)C[C@@]21C (stereo not given in full) returned U2OS ROS induce 2.
`C[C@@H]1CC[C@]2(C(=O)O[C@@H]3O[C@H](CO[C@@H]4O[C@H](CO)[C@@H](O[C@@H]5O[C@@H](C)[C@H](O)[C@@H](O)[C@H]5O)[C@H](O)[C@H]4O)[C@@H](O)[C@H](O)[C@H]3O)CC[C@]3(C)C(=CCC4[C@@]5(C)C[C@@H](O)[C@H](O)[C@@](C)(CO)C5CC[C@]43C)C2[C@H]1C` (stereo not given in full) gave U2OS ROS induce 49.
For CC(COc1ccccc1)NC(C)C(O)c1ccc(O)cc1 (stereo not given) the results were U2OS ROS induce -9.
For c1ccc(CN(CC2=NCCN2)c2ccccc2)cc1 the results were U2OS ROS induce -4.
COc1ccccc1N1CCN(CCCNc2cc(=O)n(C)c(=O)n2C)CC1 was read as U2OS ROS induce -2&21.
For C=C[C@H]1CN2CC[C@H]1C[C@@H]2C(O)c1ccnc2ccc(OC)cc12 (stereo not given in full) the results were U2OS ROS induce 28.
For CCCn1cnc2c1c(=O)n(CCCCC(C)=O)c(=O)n2C the results were U2OS ROS induce 7.
Oc1ccc(/C=C/c2cc(O)cc(O)c2)cc1 was read as U2OS ROS induce 8.
CC1(C)O[C@H]2CC(=O)OC[C@]23[C@H]2CC[C@@]4(C)[C@H](c5ccoc5)OC(=O)[C@H]5O[C@]54[C@]2(C)C(=O)C[C@@H]13 was read as U2OS ROS induce 60.
Screening O=S(=O)(c1cccc2cnccc12)N1CCCNCC1 returned U2OS ROS induce -6&-8.
c1ccc(CC2=NCCN2)cc1 was read as U2OS ROS induce 1.
C[C@@H](N)C1CCC(C(=O)Nc2ccncc2)CC1 (stereo not given in full) was read as U2OS ROS induce -6&-4.
Screening C=C[C@H]1CN2CC[C@H]1C[C@@H]2[C@@H](O)c1ccnc2ccc(OC)cc12 returned U2OS ROS induce 5.
CC(=O)C1C(=O)[C@@H]2[C@H]3c4c[nH]c5cccc(c45)C[C@H]3C(C)(C)N2C1=O (stereo not given in full) was read as U2OS ROS induce -10.

The closing four records of the section before lead into the next:
c1ccc(CC2=NCCN2)cc1 was read as U2OS ROS induce 1.
C[C@@H](N)C1CCC(C(=O)Nc2ccncc2)CC1 (stereo not given in full) was read as U2OS ROS induce -6&-4.
Screening C=C[C@H]1CN2CC[C@H]1C[C@@H]2[C@@H](O)c1ccnc2ccc(OC)cc12 returned U2OS ROS induce 5.
CC(=O)C1C(=O)[C@@H]2[C@H]3c4c[nH]c5cccc(c45)C[C@H]3C(C)(C)N2C1=O (stereo not given in full) was read as U2OS ROS induce -10.
Cc1nc2ccccn2c(=O)c1CCN1CCC(C(=O)c2ccc(F)cc2)CC1 was read as U2OS ROS induce 8.
Screening Cc1cc(-c2ccccc2)nnc1NCCN1CCOCC1 returned U2OS ROS induce -10.
For O=[N+]([O-])c1ccc(O)c(C(c2c[nH]c3ccccc23)c2c[nH]c3ccccc23)c1 the results were U2OS ROS induce 9.
`CCOc1ccc(NC(=O)Cn2cc(C(=O)c3ccco3)c3ccccc32)cc1` gave U2OS ROS induce 10.
For COc1cc(O)c2c(=O)cc(-c3ccc(OC)c(-c4c(O)cc(O)c5c(=O)cc(-c6ccc(O)cc6)oc45)c3)oc2c1 the results were U2OS ROS induce 179*.
Screening CC1COc2c(N3CCN(C)CC3)c(F)cc3c(=O)c(C(=O)O)cn1c23 (stereo not given) returned U2OS ROS induce -8.
Screening CC(=O)C1C(=O)C2C3c4c[nH]c5cccc(c45)CC3C(C)(C)N2C1=O (stereo not given) returned U2OS ROS induce 1.
Screening CN1CCN(C(c2ccccc2)c2ccccc2)CC1 returned U2OS ROS induce -3&3.
`CN(C(=O)CCCOc1ccc2[nH]c(=O)ccc2c1)C1CCCCC1` gave U2OS ROS induce -2.
CC(=O)c1ccc(S(=O)(=O)NC(=O)NC2CCCCC2)cc1 was read as U2OS ROS induce 9.
Screening CC(=O)O[C@]1(C(C)=O)CCC2C3C=C(Cl)C4=CC(=O)[C@@H]5C[C@@H]5[C@]4(C)C3CC[C@@]21C (stereo not given in full) returned U2OS ROS induce 3.
`OCCN1CCN(CCCN2c3ccccc3Sc3ccc(Cl)cc32)CC1` gave U2OS ROS induce -4.
`Cc1c(NC(=O)c2cccnc2)c(=O)n(-c2ccccc2)n1C` gave U2OS ROS induce -5.
`O=C(CCNNC(=O)c1ccncc1)NCc1ccccc1` gave U2OS ROS induce 6.
For C[C@]12CCC(=O)C=C1CC[C@@H]1C2CC[C@@]2(C)C1CC[C@@H]2C(=O)CO (stereo not given in full) the results were U2OS ROS induce 1.

Four entries out of the list, sorted by formula weight, highest first.
CC1(C)O[C@H]2CC(=O)OC[C@]23[C@H]2CC[C@@]4(C)[C@H](c5ccoc5)OC(=O)[C@H]5O[C@]54[C@]2(C)C(=O)C[C@@H]13 was read as U2OS ROS induce 60.
`Cc1c(NC(=O)c2cccnc2)c(=O)n(-c2ccccc2)n1C` gave U2OS ROS induce -5.
Screening O=S(=O)(c1cccc2cnccc12)N1CCCNCC1 returned U2OS ROS induce -6&-8.
c1ccc(CC2=NCCN2)cc1 was read as U2OS ROS induce 1.

Going on with the list:
`CCCNC(C)C(=O)Nc1c(C)csc1C(=O)OC` (stereo not given) gave U2OS ROS induce -3.
`CCN(CC)CCNC(=O)c1cc(Cl)c(N)cc1OC` gave U2OS ROS induce 3&-1.
CC(C(=O)O)c1ccc(C(=O)c2cccs2)cc1 (stereo not given) was read as U2OS ROS induce -19.
Screening CN(C)CCOC(C)(c1ccccc1)c1ccccn1 (stereo not given) returned U2OS ROS induce 3.
`CN1CCOC(c2ccccc2)c2ccccc2C1` (stereo not given) gave U2OS ROS induce 1.
Screening CCOC(=O)c1ccc(N)cc1 returned U2OS ROS induce -10.
`COc1cc2ncnc(Nc3cccc(O)c3)c2cc1OC` gave U2OS ROS induce 7.

Screens as filed in PubChem.
